# Assay outcomes from PubChem.
# NR5A2 inv ag: NR5A2 inverse agonism in reporter assay; HEK293T StAR-luciferase reporter, LRH-1 transfected, 24 h; inhibition, % at 3.6 µM; O00482; 360,000 tested, 0.13% active;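 active means inhibition above the mean inhibition of all tested compounds plus 3 SD, cut at about 73% in these data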;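 further: 0% = DMSO wells and 100% = reporter-only cells lacking LRH-1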
# Granule exo inh: blocks lytic granule exocytosis; 360,000 tested, 0.66% active; inhibition, % at 10 µM; TALL-104 LAMP-1 surface exposure, flow cytometry; cells stimulated with thapsigargin and PMA; AID 651702;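 active means inhibition above about 55%, limit read from the data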
# NR2F2 inh: blocks human COUP-TFII nuclear receptor; P24468; HEK293T NGFI-A luciferase reporter, luminescence; inhibition, % at 8.6 µM; 370,000 tested, 0.7% active; AID 686940;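 active means inhibition above a per-plate cutoff, mean inhibition of test wells between control levels plus 3 SD, cut at about 38% in these data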;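 further: cells cotransfected with COUP-TFII expression vector driving the NGFI-A reporter; 0% = median of COUP-TF2 test wells and 100% = reporter-only cells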
# NCOA2 inhibitor: inhibits human steroid receptor coactivator 2; 370,000 tested, 0.17% active; HEK293 GAL4-SRC2 luciferase reporter, luminescence; Q15596; AID 651957; inhibition, % at 9 µM;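 active means inhibition above the mean inhibition of all tested compounds plus 3 SD, set per campaign, cut at about 52% in these data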;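 further: 0% = DMSO treated cells and 100% = cells given Gossypol at 36 µM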
# Target sequence (Q15596 whole entry, looked up, the tested form may be a part): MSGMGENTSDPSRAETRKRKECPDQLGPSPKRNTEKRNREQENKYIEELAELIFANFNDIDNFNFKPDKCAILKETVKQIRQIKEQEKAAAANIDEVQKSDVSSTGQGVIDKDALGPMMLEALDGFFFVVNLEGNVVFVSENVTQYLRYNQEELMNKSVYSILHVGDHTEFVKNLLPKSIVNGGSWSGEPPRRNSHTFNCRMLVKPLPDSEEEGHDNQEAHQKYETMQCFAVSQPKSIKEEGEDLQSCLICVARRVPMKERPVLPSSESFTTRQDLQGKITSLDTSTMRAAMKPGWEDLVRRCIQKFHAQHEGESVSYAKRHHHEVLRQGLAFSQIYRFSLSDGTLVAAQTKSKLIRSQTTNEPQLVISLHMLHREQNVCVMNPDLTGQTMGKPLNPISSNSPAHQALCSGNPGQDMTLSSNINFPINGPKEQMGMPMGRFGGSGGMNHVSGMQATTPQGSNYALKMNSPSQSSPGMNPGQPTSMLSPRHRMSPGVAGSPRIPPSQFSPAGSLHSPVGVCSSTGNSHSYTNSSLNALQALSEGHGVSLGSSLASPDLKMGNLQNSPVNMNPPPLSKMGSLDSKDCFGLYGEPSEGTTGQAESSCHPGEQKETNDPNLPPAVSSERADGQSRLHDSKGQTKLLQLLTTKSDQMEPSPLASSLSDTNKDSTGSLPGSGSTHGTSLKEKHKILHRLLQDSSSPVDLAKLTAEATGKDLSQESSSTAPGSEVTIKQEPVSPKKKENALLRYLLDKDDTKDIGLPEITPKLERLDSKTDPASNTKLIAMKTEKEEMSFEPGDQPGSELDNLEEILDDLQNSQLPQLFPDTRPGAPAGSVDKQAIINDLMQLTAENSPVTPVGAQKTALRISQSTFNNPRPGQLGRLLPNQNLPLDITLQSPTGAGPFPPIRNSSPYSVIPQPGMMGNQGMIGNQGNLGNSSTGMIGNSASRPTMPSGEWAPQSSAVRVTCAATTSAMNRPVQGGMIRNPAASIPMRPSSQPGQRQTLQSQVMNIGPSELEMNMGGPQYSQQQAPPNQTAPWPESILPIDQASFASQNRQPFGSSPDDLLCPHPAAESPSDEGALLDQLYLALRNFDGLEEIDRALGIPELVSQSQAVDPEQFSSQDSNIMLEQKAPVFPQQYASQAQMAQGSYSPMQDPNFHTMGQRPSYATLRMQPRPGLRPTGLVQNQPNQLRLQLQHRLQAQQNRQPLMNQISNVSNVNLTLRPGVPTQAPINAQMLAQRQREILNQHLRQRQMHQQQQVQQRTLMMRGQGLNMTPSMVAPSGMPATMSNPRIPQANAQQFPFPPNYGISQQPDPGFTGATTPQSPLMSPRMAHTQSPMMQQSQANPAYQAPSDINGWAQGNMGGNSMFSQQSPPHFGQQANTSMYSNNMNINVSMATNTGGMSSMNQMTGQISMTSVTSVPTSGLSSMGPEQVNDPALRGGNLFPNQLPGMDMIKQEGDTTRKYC
# NOD2-RIPK2 inh: NOD2-RIPK2 protein interaction inhibition. 360,000 tested, 0.38% active. O43353. inhibition, % at 4.98 µM. CHO BLA complementation NOD2-RIPK2, CCF4 ratio; in the data active means inhibition above about 21%;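 further: 0% = vehicle only and 100% = reference blocker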
# TWEAK Fn14 block: TWEAK-Fn14 signaling inhibition | inhibition, % at 10 µM | TWEAK-stimulated Fn14 reporter cells, luciferase luminescence, 8 h | 360,000 tested, 2% active; in the data active means inhibition above about 50%
# NCOA3 inh: inhibitors of human steroid receptor coactivator 3 (SRC3) | AID 588352 | Q9Y6Q9 | 360,000 tested, 0.17% active | HEK293 GAL4-SRC3 luciferase reporter, luminescence | inhibition, % at 3.6 µM;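 active means inhibition above a per-campaign cutoff, the mean of all compounds plus 3 SD, cut at about 60% in these data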;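 further: 0% = DMSO-treated cells and 100% = gossypol-treated cells at 36 µM; higher means less SRC3-driven luciferase light from the GAL4 reporter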
# ABHD5-PLIN5 inh: blocks binding of human ABHD5 to perilipin-5. Split G. princeps luciferase complementation, luminescence, 4 h. inhibition, % at 4 µM. 360,000 tested, 0.78% active;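 active means inhibition above the mean inhibition across every tested compound plus 3 SD, cut at about 22% in these data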;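 further: 0% = DMSO only wells and the 100% control is not disclosed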
# TLR9-MyD88 block: inhibitors of human TLR9-MyD88 binding; CHO BLA complementation TLR9-MyD88, CCF4 FRET ratio; inhibition, % at 4.98 µM; Q9NR96+Q99836; 340,000 tested, 0.21% active;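 active means inhibition above the mean over all tested compounds plus 3 SD, cut at about 21% in these data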;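 further: 0% = DMSO only wells and 100% = clavulanate BLA inhibitor control wells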
# TROY NFkB inh: blocks TROY-dependent signaling in reporter cells. Q293 LMP1-TROYcd NF-kB luciferase reporter, 4 h. inhibition, % at 10 µM. 360,000 tested, 0.98% active;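 active means compounds whose plate-normalised and pattern-corrected inhibition of the luciferase reporter signal at the single screening dose is 50% or more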
# SRC1 inh: inhibitors of human steroid receptor coactivator 1 (SRC1); Q15788; HEK293 GAL4-SRC1 luciferase reporter, luminescence; inhibition, % at 3.6 µM; 360,000 tested, 0.12% active; AID 588354;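 active means inhibition above the campaign mean plus 3 SD, with each screening campaign given its own cutoff, cut at about 60% in these data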;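 further: 0% = DMSO treated cells and 100% = gossypol at 36 µM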
# An asterisk follows results filed as active; · = no result given. This is a subset (hit frequency here may not be typical).
SMILES,NR5A2 inv ag,Granule exo inh,NR2F2 inh,NCOA2 inhibitor,NOD2-RIPK2 inh,TWEAK Fn14 block,NCOA3 inh,ABHD5-PLIN5 inh,TLR9-MyD88 block,TROY NFkB inh,SRC1 inh
CCOc1ccccc1C(=O)NN1C(=O)CCC1=O,27,-2,20,-25,2,2,13,7,-5,9,-13
Cc1ccc(C(=O)Nc2ccc(F)c(S(=O)(=O)N3CCOCC3)c2)s1,-16,-2,-1,0,-7,7,-4,-4,-10,-6,3
C[C@H]1CN([C@@H](C)CO)C(=O)Cc2cc(NC(=O)CCC(F)(F)F)ccc2O[C@H]1CN(C)S(=O)(=O)c1ccc(Cl)cc1,31,4,-6,-32,9,12,14,2,0,12,5
CC1Cc2ccccc2N1C(=O)c1cnc2ccccn2c1=O (stereo unspecified),1,6,-3,-24,-10,-1,5,2,-4,8,-2
CCOC(=O)N1CCN(Cc2ccccc2Cl)CC1,3,-1,-5,-22,1,2,-7,0,3,-17,5
CCCCc1nnc(NC(=O)C(C)Sc2nc(C)cc(=O)[nH]2)s1 (stereo unspecified),8,2,0,0,0,-9,12,-3,-7,5,-3
COC(=O)[C@]1(C)N[C@H](CN(C)C(=O)NC(C)C)[C@@H]2C(=O)N(C)C(=O)[C@@H]21,-20,0,-6,18,5,-9,-8,-4,3,3,-16
CC(CCc1ccco1)NC(=O)c1cccc2c1C(=O)N(C1CCCCC1)C2 (stereo unspecified),27,0,23,-6,6,9,10,1,-3,17,-19
CCCCC(O)C1=C[N+](=O)CC=C1 (stereo unspecified),-25,-3,10,-8,-1,40,·,11,·,3,·
O=C(NCCC1=CCCCC1)C1CCC(CNc2c(N3CCCCC3)c(=O)c2=O)CC1 (stereo unspecified),1,0,9,-20,-9,-10,19,-4,3,6,-22
C/C(CC(=O)Nc1ccc2c(c1)OCCO2)=N\NC(=O)Cc1ccccc1,-23,6,6,-27,-15,16,-15,6,-5,-6,-30
COc1ccc(C2(CNC(=O)c3cccc([N+](=O)[O-])c3)CCOCC2)cc1,15,-4,13,7,-18,-11,22,-1,-5,3,-57
Cc1nc(N)nc(Cl)c1CCC1OCCO1,-9,-4,-11,-9,1,-6,-3,8,-13,8,20
O=C(N/N=C/C(Br)=C/c1ccccc1)c1n[nH]c2c1CCC2,-11,3,·,·,-4,5,-3,-23,-5,26,-18
CC(C)(C)NC(=O)C(c1ccc(O)cc1)N(C(=O)CCC(=O)Nc1ccccn1)c1ccc(F)cc1 (stereo unspecified),7,-4,-10,-13,-10,21,-20,-5,-4,2,-12
CCCCNC(=S)NNC(=O)c1csc2ccccc12,-36,1,·,·,2,-22,-18,-3,-14,-37,-22
CCOc1cc(/C=C2\C(=O)N(c3nc(-c4ccc(Br)cc4)cs3)N=C2c2ccccc2)ccc1O,39,-1,·,·,-7,-7,-5,-1,-3,3,-3
COC(=O)c1cc2c(ccn2-c2ccc(F)cc2)n1CC(=O)C(C)(C)C,7,32,11,10,-10,-6,-20,-4,9,-5,-20
CS(=O)(=O)Nc1ccc2c(c1)OCC(=O)N2Cc1ccccc1,1,1,-19,-10,-3,2,14,-7,-15,5,13
C=Cc1ccc(Cn2c(=O)n(CCCOC)c(=O)c3sccc32)cc1,-11,23,-7,-6,-6,-5,-7,0,-18,-26,-13
O=C(CN1C(=O)NC2(CCCCC2)C1=O)Nc1ccc(F)cc1,8,0,6,-26,-11,6,-2,1,-6,-4,-7
COc1ccc(NC(=O)N(C)C[C@@H]2OCc3cnnn3CCCC(=O)N([C@H](C)CO)C[C@H]2C)cc1,9,2,-4,-8,-7,-2,12,0,-1,-8,2
CCCN(C(=O)CSc1ncccn1)C1CCS(=O)(=O)C1 (stereo unspecified),22,0,-10,-11,-4,0,5,-3,4,-4,-2
CC1CC(C)CN(C(=O)C(C)N2CCN(S(=O)(=O)c3cccs3)CC2)C1 (stereo unspecified),-6,-4,12,-3,-3,0,1,-10,0,5,1
O=C(Nc1ccc(S(=O)(=O)N2CCOCC2)cc1)c1ccc(Cl)cc1,5,-4,2,7,-2,8,-2,-4,11,13,-10
SMILES,NR5A2 inv ag,Granule exo inh,NR2F2 inh,NCOA2 inhibitor,NOD2-RIPK2 inh,TWEAK Fn14 block,NCOA3 inh,ABHD5-PLIN5 inh,TLR9-MyD88 block,TROY NFkB inh,SRC1 inh
CCCn1nnnc1NCc1cccc(OC)c1,2,-1,0,16,-5,13,-12,7,-8,-15,4
Cc1nn(C)cc1C(=O)Nc1ccc2c(c1)OCCO2,-56,-6,-45,12,2,66*,-42,-9,-1,41,-27
COc1ccc(CN2CCNC(=O)C2CC(=O)NCCc2nc(C)c(C)s2)c(OC)c1 (stereo unspecified),1,-2,-15,20,-4,1,12,2,-9,-14,4
Cc1ccccc1-c1nc(CN2CCC(C(=O)NC3CCCCC3)CC2)c(C)o1,-7,6,1,-8,2,-7,-6,-5,-1,3,-3
Cc1cccc(NC(=S)NCc2ccco2)c1C,0,1,9,1,-3,-2,3,-6,-6,0,7
CC(CNC(=O)COc1ccccc1)OC(=O)Nc1cccc(Cl)c1 (stereo unspecified),2,1,-1,-6,-2,4,-3,-4,1,-19,-14
CCn1c(SCC(=O)Nc2nc3ccc(OC)cc3s2)nnc1-c1ccoc1C,-27,-2,-11,-16,-1,-9,-2,3,5,-48,-33
NNC(=O)c1cc2c(s1)-c1cc(Cl)ccc1SC2,0,-23,-4,-3,11,6,-9,-6,·,-22,4
O=C(NCc1c(Cl)cccc1Oc1ccccc1)c1ccccc1,-5,0,15,-18,-7,0,13,4,-14,8,0
CC(C)(C)NC(=O)CSc1nc(N)c(NC(=O)c2ccccc2F)c(=O)[nH]1,-13,17,-2,6,3,2,3,-4,2,-1,4
O=C(NCc1ccco1)c1ccc2c(=O)n(-c3ccccc3)c(=S)[nH]c2c1,4,1,-4,6,9,-9,11,-9,1,-1,-5
CN1CCN(c2ccccc2NC(=O)c2ccc(-c3ccccc3)cc2)CC1,15,0,-28,-15,7,6,0,17,-1,-2,-14
O=C(c1cc(Br)ccc1Cl)N1CCN(c2ncccn2)CC1,-3,1,2,-17,8,-2,3,-2,3,-3,-31
COc1cc(/C=C(\NC(=O)c2cc(OC)c(OC)c(OC)c2)C(=O)NC(C(=O)O)c2ccccc2)cc(OC)c1OC (stereo unspecified),-16,-1,-16,-1,1,6,2,-2,-6,3,2
Cc1cc(C)cc(OCc2nnc(SCC(=O)NC3CC3)n2C)c1,5,0,-9,-3,1,1,-6,7,5,-1,-29
COC(=O)c1ccc(NC(=O)CS(=O)(=O)c2ccccc2)cc1,-42,-1,22,9,7,5,1,-7,-11,-20,-19
Cc1cccc2sc(NC(=O)C3c4ccccc4Oc4ccccc43)nc12,8,2,5,23,1,35,21,-10,2,5,18
Cc1c(N2C(=O)CSC2=S)c(=O)n(-c2ccccc2)n1C,-3,-2,1,-5,7,-4,8,-13,-6,-13,-3
O=C(c1ccc(Cl)cc1)N1CCC(N2CCC(C(=O)N3CCOCC3)CC2)CC1,3,-2,17,18,10,-2,21,1,6,6,-4
O=C(N/N=C/c1ccc(O)cc1)/C(=C/c1ccc([N+](=O)[O-])cc1)NC(=O)c1ccccc1,-2,0,0,-17,4,-10,-9,-1,6,18,-19
Fc1ccc(COc2ccc(Br)cc2CNCC2CCCO2)cc1 (stereo unspecified),22,2,-4,-12,-7,-2,29,3,-2,-21,8
CC(C)(C)OC(=O)N1CCC(NC(=O)c2[nH]cnc2C(=O)Nc2ccc(Br)cc2F)CC1,3,4,5,-1,-5,9,5,3,-5,6,-12
O=C(NC1(C(F)(F)F)N=C2SCCN2C1=O)C1CCCCC1 (stereo unspecified),19,-1,9,-23,-5,7,-14,-28,14,-5,0
O=C(COc1ccc(Br)cc1)NCCNC(=O)c1ccncc1,-4,3,-25,-11,-6,-3,7,-1,-19,12,-14
COc1ccc2c(c1)CSC(c1ccccc1)C2=O (stereo unspecified),-28,-4,-33,-13,-1,-4,-44,-13,0,-12,-34
SMILES,NR5A2 inv ag,Granule exo inh,NR2F2 inh,NCOA2 inhibitor,NOD2-RIPK2 inh,TWEAK Fn14 block,NCOA3 inh,ABHD5-PLIN5 inh,TLR9-MyD88 block,TROY NFkB inh,SRC1 inh
C1CCN(Cc2nnnn2C2CCCC2)CC1,33,0,-9,-1,5,10,-2,-12,-4,-15,-14
Cc1cc(OCC(=O)NCc2cccnc2)c2c(C)c(C)c(=O)oc2c1,48,-3,7,5,-7,-9,21,-6,-1,-7,-9
CCCCCC(=O)OCc1ccc(C2=CC(=O)CC(C)(C)C2=O)cc1,6,-10,-1,-7,-2,8,-11,-4,5,-7,-7
CCCCCCn1c(N2CCCC2)nc2c1c(=O)[nH]c(=O)n2C,-9,0,11,-7,-7,9,14,-2,-7,-13,-52
O=C(NCc1cccc2[nH]ccc12)C1CCC(=O)N(CCc2ccc(Cl)cc2)C1 (stereo unspecified),3,-4,-9,-2,-4,1,-4,-3,-3,-10,-15
C=CCn1c(Cc2cccs2)nnc1SCC(=O)Nc1cc(OC)cc(OC)c1,6,-1,28,16,-10,15,-8,3,-4,19,-9
COC(=O)CN(c1cc(Cl)ccc1OC)S(=O)(=O)c1ccc(OC)c(OC)c1,-9,-7,20,-11,-8,0,13,0,9,-4,-15
CC1(C(=O)NS(=O)(=O)C2CC2)CCCN(C(=O)c2ccc(F)c(Cl)c2)C1 (stereo unspecified),-19,2,-9,1,-4,2,-20,7,·,-4,-36
COc1ccccc1N1CCN(Cc2cc(OC)c3c(c2)OCO3)CC1,-7,4,6,14,2,-7,-2,-1,-7,1,-7
Cc1cccc(NC2=NC3(CCCCC3)N=C(N)N2)c1C,10,1,2,15,1,-1,12,7,-2,0,2
N#C/C(=C\c1ccc(-c2ccc(C(=O)O)cc2)o1)C(=O)NCC1CCCO1 (stereo unspecified),-46,1,·,·,1,4,1,1,1,-24,-37
O=C(NC1(C(F)(F)F)NC(=O)N(C2CCCC2)C1=O)C1CC1 (stereo unspecified),2,0,6,-12,-3,10,11,4,-4,-16,-11
NC(=O)C1CCCN(C(=O)CCCNC(=O)c2ccc(Cl)cc2)C1 (stereo unspecified),10,-11,-2,-13,4,6,-2,-6,14,0,-1
Cc1ccc2[nH]c(=O)c(N3CCOCC3)c(-c3ccccc3)c2c1,31,10,5,7,15,2,-4,3,4,14,-26
COC(=O)c1sc2[nH]c(=S)n(N)c(=O)c2c1C,-10,0,·,·,-18,2,-22,-2,-6,-14,-8

# Laid out differently: 4 of the compounds above
SMILES | NR5A2 inv ag | Granule exo inh | NR2F2 inh | NCOA2 inhibitor | NOD2-RIPK2 inh | TWEAK Fn14 block | NCOA3 inh | ABHD5-PLIN5 inh | TLR9-MyD88 block | TROY NFkB inh | SRC1 inh
CCCCCCn1c(N2CCCC2)nc2c1c(=O)[nH]c(=O)n2C | -9 | 0 | 11 | -7 | -7 | 9 | 14 | -2 | -7 | -13 | -52
O=C(NCc1cccc2[nH]ccc12)C1CCC(=O)N(CCc2ccc(Cl)cc2)C1 (stereo unspecified) | 3 | -4 | -9 | -2 | -4 | 1 | -4 | -3 | -3 | -10 | -15
O=C(NCc1ccco1)c1ccc2c(=O)n(-c3ccccc3)c(=S)[nH]c2c1 | 4 | 1 | -4 | 6 | 9 | -9 | 11 | -9 | 1 | -1 | -5
NNC(=O)c1cc2c(s1)-c1cc(Cl)ccc1SC2 | 0 | -23 | -4 | -3 | 11 | 6 | -9 | -6 | · | -22 | 4
